Source: PubChem (National Center for Advancing Translational Sciences (NCATS))
Vif-APOBEC3F blk: qHTS for Inhibitors of Vif-A3F Interactions: qHTS; hit rate 0.2% among 390,000; HeLa A3F-eYFP + Vif (tagged APOBEC3F with the HIV-1 protein that degrades it), YFP fluorescence increase; Potency, µM (titrated, usually from 46.1 µM), inactives show at the highest dose activity, negative = active; note: potency is the fitted concentration of half-maximal effect; % of control where 0% means no effect; nearly all actives have a fitted effect of over 65% in size
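Fluorescence increase (Ex 488/Em 500-530) after overnight compound treatment at 37 deg C flags inhibition of Vif-driven A3F-eYFP loss in stable HeLa A3F-eYFP/Vif cells seeded overnight beforehand.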
Glioma ERSR ind: qHTS for Inducers of the Endoplasmic Reticulum Stress Response (ERSR) in Human Glioma: qHTS | hit rate 0.02% among 420,000 | U87-MG GRP78 promoter luciferase reporter, 16 h | Potency, µM, inactives show at the top dose activation, usual class: activators; note: potency is the fitted concentration of half-maximal effect; series mostly up to about 76 µM; % of control where 0% means no effect; nearly all actives have a fitted effect of over 35% in size
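Stably transfected U87-MG human glioma cells carrying a GRP78-based luminescent sensor were seeded at 1000 cells/well, pin-dosed with compounds and incubated 16 h. Luciferase reagent was then added, and end-point luminescence was read after 10 min at room temperature.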
D1 ag: Allosteric Agonists of the Human D1 Dopamine Receptor: qHTS; D(1A) dopamine receptor (Homo sapiens), P21728; HEK293 T-REx D1 cells, calcium flux, agonist mode; activation, % at 2 µM; hit rate 1% among 360,000; AID 504660, 2011; in the data active = activation above about 30%; note: 0% is about no effect
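Inducible HEK293 T-REx D1 cells, force-coupled to calcium signalling, were plated at 4000 cells/well with tetracycline and held overnight at 30 C. After no-wash calcium dye loading, compound-evoked calcium rise over 180 s flagged agonists.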
D2 PAM: HTS Assay for Positive Allosteric Modulators of the Human D2 Dopamine Receptor: Primary Screen for Potentiators | D(2) dopamine receptor (Homo sapiens), P14416 | HEK293 T-REx D2, calcium flux, EC20 dopamine potentiation | potentiation, % at 10 µM | hit rate 0.34% among 340,000;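 active = potentiation over 3 SD above the plate norm, cut at about 30% in these data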; note: 0% is about no effect
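Cells plated with tetracycline inducer and held overnight at 30 C; calcium dye loaded 30–90 min at room temperature; baseline taken, compound added and read 180 s; EC20 dopamine then added and read 180 s.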
D1 antagonist: Antagonist of Human D 1 Dopamine Receptor: qHTS | D(1A) dopamine receptor (Homo sapiens), P21728 | HEK293 TREx D1 cells, calcium flux, dopamine EC80; stronger effect = lower value | activity change, negative = inhibition, % at 10 µM | hit rate 3.2% among 360,000 | AID 504652, 2011; in the data active = activity change below about -30%; note: % is set by controls: 0 for no effect and ±100 for the full control effect
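Calcium flux readout: force-coupled, inducible Hek293 Trex D1 line, cells induced overnight at 30 C with tetracycline, dye-loaded 30–90 min at RT. Antagonism scored against EC80 dopamine challenge given 180 s after compound.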
D1 PAM: Potentiators of Human D1 Dopamine Receptor: qHTS | D(1A) dopamine receptor (Homo sapiens), P21728 | HEK293 TREx D1 cells, calcium flux, dopamine EC20 potentiation | potentiation, % at 10 µM | hit rate 0.036% among 360,000; in the data active = potentiation above about 30%; note: 0% is about no effect
RXFP1 antagonist: qHTS Assay for Antagonists of the Relaxin Receptor RXFP1; Relaxin receptor 1 (Homo sapiens), Q9HBX9; HEK293-RXFP1, relaxin-stimulated cAMP HTRF, 30 min; stronger effect = lower value; activity change, negative = inhibition, % at 57.5 µM; hit rate 0.59% among 350,000; AID 1259400, 2018;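 active = activity change of -60% or lower, but not beyond a set lower limit; inconclusive = change between -60% and -40%, or beyond the set limit; inactive = change above -40%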; note: % is set by controls: 0 for no effect and ±100 for the full control effect
Target sequence (Q9HBX9 whole entry, looked up): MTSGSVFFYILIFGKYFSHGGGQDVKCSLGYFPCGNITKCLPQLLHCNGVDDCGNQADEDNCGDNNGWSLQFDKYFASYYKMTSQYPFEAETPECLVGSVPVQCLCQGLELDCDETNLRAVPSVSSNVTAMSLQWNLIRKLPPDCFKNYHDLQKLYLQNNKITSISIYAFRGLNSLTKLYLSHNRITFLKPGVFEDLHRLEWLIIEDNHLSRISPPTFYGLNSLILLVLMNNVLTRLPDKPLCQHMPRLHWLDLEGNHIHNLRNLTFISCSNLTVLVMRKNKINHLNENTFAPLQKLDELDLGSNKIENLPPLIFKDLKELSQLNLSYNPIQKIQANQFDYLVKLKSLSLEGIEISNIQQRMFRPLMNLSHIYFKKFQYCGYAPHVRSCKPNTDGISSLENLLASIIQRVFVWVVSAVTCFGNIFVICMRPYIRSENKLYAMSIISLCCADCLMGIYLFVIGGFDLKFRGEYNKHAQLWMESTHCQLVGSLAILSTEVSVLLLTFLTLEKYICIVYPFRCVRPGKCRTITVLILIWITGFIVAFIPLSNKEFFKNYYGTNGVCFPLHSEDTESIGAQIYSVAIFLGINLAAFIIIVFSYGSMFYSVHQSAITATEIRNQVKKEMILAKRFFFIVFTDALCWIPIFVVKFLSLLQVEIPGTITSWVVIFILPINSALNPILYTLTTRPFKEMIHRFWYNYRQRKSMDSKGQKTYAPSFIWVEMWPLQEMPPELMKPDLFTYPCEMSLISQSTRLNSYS
Vif-A3G inh: qHTS for Inhibitors of Vif-A3G Interactions: qHTS | DNA dC->dU-editing enzyme APOBEC-3G (Homo sapiens), Q9HC16 | HeLa A3G-eYFP + Vif (tagged APOBEC3G with the HIV-1 protein that degrades it), YFP fluorescence, overnight | Potency, µM (titrated, usually from 46.1 µM), inactives show top-dose activity, negative = active, hits mostly inhibitors | hit rate 0.076% among 410,000 | AID 602310, 2012;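 note: potency is the fitted concentration of half-maximal effect; % is set by controls: 0 for no effect and ±100 for the full control effect; nearly all actives have a fitted effect of over 60% in size; hits raise eYFP signal because A3G escapes Vif-driven loss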
Target sequence (Q9HC16 whole entry, looked up): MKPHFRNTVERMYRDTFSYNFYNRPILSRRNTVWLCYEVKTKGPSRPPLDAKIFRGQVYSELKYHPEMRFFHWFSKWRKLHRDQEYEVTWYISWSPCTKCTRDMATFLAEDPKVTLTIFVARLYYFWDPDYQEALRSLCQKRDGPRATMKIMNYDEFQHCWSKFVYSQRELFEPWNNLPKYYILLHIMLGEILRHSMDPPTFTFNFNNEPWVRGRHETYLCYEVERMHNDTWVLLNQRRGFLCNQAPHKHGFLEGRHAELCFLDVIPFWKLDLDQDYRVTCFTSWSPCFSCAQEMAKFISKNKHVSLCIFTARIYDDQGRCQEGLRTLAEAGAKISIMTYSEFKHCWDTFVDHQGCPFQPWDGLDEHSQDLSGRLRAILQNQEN
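HeLa cells stably expressing Vif and C-terminally eYFP-tagged A3G, seeded overnight at 37 deg C, then exposed to compound by pintool overnight at 37 deg C. Rise in yellow fluorescence (Ex 488/Em 500-530, Acumen) marks blocked Vif-driven A3G degradation.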
RXFP1 ag: qHTS Assay for Agonists of the Relaxin Receptor RXFP1. Relaxin receptor 1 (Homo sapiens), Q9HBX9. HEK293T-RXFP1 cAMP TR-FRET, 30 min; response scale: percent of porcine relaxin response, buffer zero. Potency, µM (series often up to 57.5 µM), without a hit: at the highest dose activation, hits mostly activators. hit rate 0.3% among 370,000. AID 2676, 2010; note: potency is the fitted concentration of half-maximal effect; % is set by controls: 0 for no effect and ±100 for the full control effect; nearly all actives have a fitted effect of over 60% in size; many of its hits are not listed in these tables
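Agonist response is measured as cAMP accumulation in an RXFP1-transfected HEK293T line under PDE4 inhibition. Values are scaled between buffer-only and 29 nM porcine relaxin, and EC50s come from standard Hill equation fits.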
An asterisk follows results filed as active; ? = inconclusive; . = no result given; & = joins results of further samples. Unless noted, calls come from the whole dose curve; as a rule, active = well fitted curve in the direction sought with a large enough effect; inconclusive = small, poorly fitted or top-dose-only effect, or another doubt; inactive = no such curve, though single readings can be large; an effect the other way counts as inactive or inconclusive.

SMILES	Vif-APOBEC3F blk	Glioma ERSR ind	D1 ag	D2 PAM	D1 antagonist	D1 PAM	RXFP1 antagonist	Vif-A3G inh	RXFP1 ag
Cc1cc(Br)ccc1SCC(=O)OCC(=O)Nc1ccc2[nH]c(=O)[nH]c2c1	-9%	-5%	0	2	1	-3	5	1%	0.6%
Cc1cc(=O)oc2ccc(OC(C)C(=O)O)cc12 (centres undefined)	-2%	-4%	2	6	-3	-8	4	1%	7.2%
O=C(OCc1nc2ccccc2s1)c1cnccn1	4%	5%	-1	2	-3	2	1	2%	-1.2%
CC(C)c1ccc(C(=O)OC2CCOC2=O)cc1 (centres undefined)	6%	-5%	1	.	-18	-3	-20	-4%	-0.6%
O=C(c1cc(-c2ccccc2Cl)nc2ccccc12)N1CCOCC1	5%	-7%	1	-19	8	-2	-6	1%	1.1%
COc1ccccc1NC(=O)OCC#CCOC(=O)Nc1ccccc1OC	-10%	-5%	23	6	-58*	-4	-7	-7%	-2.8%
Cc1cc(NC(=O)CN(C)CC(=O)Nc2ccc(Cl)c(C(F)(F)F)c2)no1	-14%	-7%	0	-17	-6	-2	-3	-8%	0.0%
CCOC(=O)C1(Cc2ccc(OC)cc2)CCN(C(=O)CC2CCC(=O)N2)CC1 (centres undefined)	-7%	-2%	3	.	2	-3	9	0%	-3.8%
O=C(Nc1ccc(Br)cc1F)N1CCC(CN2CCc3ccccc3C2)CC1	1%	2%	-2	-5	-4	-4	-24	-3%	0.4%
COc1ccc(CNC(=O)CCS(=O)(=O)c2cc3c(cc2Cl)NC(=O)CO3)cc1	2%	-1%	3	-8	-2	-2	13	2%	-0.5%
c1ccc(-c2nnc(NC3=NCCC3)o2)cc1	-4%	-11%	2	8	0	1	-2	0%	0.0%
O=C(CN1C(=O)C2CC=CCC2C1=O)Nc1ccc(OC(F)(F)F)cc1 (centres undefined)	-5%	1%	-1	-5	1	2	-1	0%	2.6%
CSc1nc(C)c2c(n1)N(c1ccc(C(C)C)cc1)CC2	1%	-1%	2	.	16	1	.	0%	?
COc1ccc(Cc2noc(CN3CCCC(C(=O)c4cccs4)C3)n2)cc1OC (centres undefined)	-8%	2%	4	6	-8	0	-7	2%	0.5%
COc1ccccc1CNC(=O)CCNC(=O)c1ccco1	-25%	-2%	3	1	-1	1	3	0%	0.4%
O=C(C1=C[C@@H](c2ccc(Br)cc2)C[C@@H](OCc2ccc(CO)cc2)O1)N1CCN(Cc2ccc3c(c2)OCO3)CC1	3%	-3%	6	-2	15	1	.	1%	0.7%
Cc1ccc2nc(-c3ccc(NC(=S)NCC(C)(C)CN(C)C)cc3)sc2c1	5%	1%	.	.	.	.	1	-5%	.
COc1ccc(NC(=O)c2cc(Cl)ccc2NC(=O)c2ccco2)c(OC)c1	.	-4%	5	-9	-8	-10	-3	1%	1.4%
Cc1ccc(C(=O)Nc2ccc3c(c2)CCC3)o1	-11%	1%	3	10	-8	-17	-25	1%	0.9%
CCCCn1c(CCCNC(=O)c2cccc(C)c2)nc2ccccc21	8%	-3%	-1	-23	10	1	.	4%	-7.0%
COc1ccc(NC(=O)COc2ccc(N(C)S(=O)(=O)c3ccc(Cl)cc3)cc2)cc1	-4%	1%	18	-7	-5	.	-5	-2%	-0.4%
N#Cc1cc(C(=O)Cc2ccccc2)c[nH]1	7%	3%	0	-5	8	-3	-10	-4%	-1.9%
COc1ccc2c(c1)c1nnc(SC)nc1n2C	-1%	3%	5	2	-11	-8	-2	-4%	-0.1%
COc1ccc(OCCSc2nc3ccccc3n2CC(=O)N2CCOCC2)cc1	-4%	0%	4	-4	1	-1	.	0%	0.2%
C[C@@H]1CN([C@@H](C)CO)C(=O)CCCn2cc(nn2)CO[C@H]1CN(C)S(=O)(=O)c1ccc(-c2ccccc2)cc1	1%	-2%	.	.	.	.	1	-1%	.

Part of the list above in order of heavy-atom count, lowest first.
SMILES	Vif-APOBEC3F blk	Glioma ERSR ind	D1 ag	D2 PAM	D1 antagonist	D1 PAM	RXFP1 antagonist	Vif-A3G inh	RXFP1 ag
Cc1cc(Br)ccc1SCC(=O)OCC(=O)Nc1ccc2[nH]c(=O)[nH]c2c1	-9%	-5%	0	2	1	-3	5	1%	0.6%
Cc1ccc2nc(-c3ccc(NC(=S)NCC(C)(C)CN(C)C)cc3)sc2c1	5%	1%	.	.	.	.	1	-5%	.
COc1ccc(OCCSc2nc3ccccc3n2CC(=O)N2CCOCC2)cc1	-4%	0%	4	-4	1	-1	.	0%	0.2%

Next part.
SMILES	Vif-APOBEC3F blk	Glioma ERSR ind	D1 ag	D2 PAM	D1 antagonist	D1 PAM	RXFP1 antagonist	Vif-A3G inh	RXFP1 ag
C[C@@H](NC(=O)[C@@H]1Cc2ccccc2CN1)C(=O)NCc1ccco1	-4%	0%	4	1	-5	0	9	6%	0.6%
CCO[C@H]1OC(C(=O)N2CCN(Cc3ccc4c(c3)OCO4)CC2)=C[C@@H](c2cn(C(C)=O)c3ccccc23)[C@@H]1CCCO	1%	-2%	0	-12	-22	1	.	-9%	0.7%
NC(=O)c1c(NC(=O)c2nc(SCc3ccccc3F)ncc2Cl)sc2c1CCCC2	-4%	-3%	2	5	2	1	.	1%	4.3%
Cn1nc(C(=O)Nc2cccc(S(=O)(=O)N3CCOCC3)c2)c2ccccc2c1=O	-1%	1%	0	0	4	-2	9	1%	29%
CN(c1ccccc1)S(=O)(=O)c1ccccc1Br	6%	-2%&-3%	5	-1	-4	4	.	2%&1%	-1.1%
Cc1cccc(CN2CCCC(C(=O)Nc3ccc(-c4cscn4)cc3)C2)c1 (centres undefined)	-4%	-2%	9	-11	2	-6	-22	?	0.6%
CCOc1ccc(C(=O)N2CCCCCC2)cc1	7%	-1%	1	9	-21	-3	1	-4%	2.1%
CCOC(=O)c1cccc(NC(=O)CCS(=O)(=O)c2ccc3c(c2)CC(=O)N3C)c1	1%	-4%	4	-7	-7	-4	.	-1%	-1.4%
CC(=NCc1ccncc1)C1=C(O)c2ccccc2C1=O	.	.	-1	0	25	0	.	.	4.3%
COC(=O)CSc1nnc(-c2ccc3c(c2)OCO3)n1C	1%	0%	2	-17	16	-4	7	2%	2.3%
CC(OC(=O)C1=Cc2ccccc2OC1)C(=O)NCC1CCCO1 (centres undefined)	-14%	0%	.	.	.	.	-19	0%	.
Cn1cc(Cl)c(C(=O)NNC(=S)NCc2ccco2)n1	-6%	-1%	2	-3	-8	5	14	3%	-0.1%
O=C(NCC(c1ccco1)N1CCc2ccccc2C1)c1ccccc1Br (centres undefined)	7%	-7%	0	-8	-13	-1	0	-1%	1.8%
CCOC(=O)c1ccc(NC(=O)c2cc3c(s2)CCC3)cc1	-21%	-2%	5	-25	-11	-10	-9	-2%	12%
CCOC(=O)N1CCN(C(=O)c2cccn3c(=O)c4sccc4nc23)CC1	?	-1%	2	-6	4	-2	-1	0%	7.7%
COc1ccc([C@@H]2CC=C(C(=O)O)CN2S(=O)(=O)c2ccc(C)cc2)cc1OC	2%	-1%	2	1	-8	-3	.	-1%	-0.2%
CCn1c(CNc2nc3ccccc3n2C(C)C)nc2ccccc21	11%	-2%	1	-28	3	0	-3	0%	-0.4%
COc1ccc2cnn(-c3ccccc3C)c(=O)c2c1OC	4%	-4%	3	0	-1	0	5	1%	-0.1%
Cc1ccc(-c2nnn(CC(=O)Nc3cccc4cccnc34)n2)o1	-11%	1%	5	12	-1	1	-9	0%	1.5%
Nc1c(C(=O)NC2CCCC2)c2nc3ccccc3nc2n1/N=C/c1cccnc1	3%	0%	.	.	.	.	-8	8%	.
Cc1cc(C)cc(-n2nnc(C(=O)NCc3ccco3)c2N)c1	6%	2%	1	12	5	1	-6	-3%	-0.4%
COc1cccc(CNC(=O)COc2cc(O)c3c(c2)OC(C)(C)CC3=O)c1	1%	2%	-1	7	-27	-2	.	1%	-3.5%
COc1ccc(NC2=C(C(C)=O)C(c3ccc(OC)c(OC)c3)C(C(C)=O)C(C)(O)C2)cc1 (centres undefined)	4%	-2%	0	7	-86*	5	1	0%	-0.4%
COc1ccccc1C(=O)N/C(=C\c1cn(S(=O)(=O)N(C)C)c2ccccc12)C(=O)N1CCOCC1	-6%	0%	0	-1	-14	0	9	-5%	0.3%
CCOC(=O)Nc1nnc(CCc2ccccc2)s1	-5%	0%	2	6	-4	3	-7	1%	0.6%
SMILES	Vif-APOBEC3F blk	Glioma ERSR ind	D1 ag	D2 PAM	D1 antagonist	D1 PAM	RXFP1 antagonist	Vif-A3G inh	RXFP1 ag
NC(=O)Cn1c(=O)n(CCCCCC(=O)NCc2ccc3c(c2)OCO3)c(=O)c2sccc21	-2%	-1%	-1	-1	-15	1	-11	-2%	6.1%
O=C(Nc1ccc(S(=O)(=O)Nc2nccs2)cc1)c1cc(-c2ccccc2Cl)nc2ccccc12	-4%	-2%	6	5	25	1	-5	0%	2.0%
Cc1cc(C)nc(NC2=NC3CCCCC3N2)n1 (centres undefined)	?	-5%	3	-14	-8	-15	2	-8%	0.1%
O=C(COC(=O)c1n[nH]c(=O)c2ccccc12)NCc1ccccc1	-10%	0%	0	15	-20	-13	-6	-3%	3.9%
COC(=O)CSC(C)C(=O)Nc1nnc(C(C)C)s1 (centres undefined)	-8%	4%	0	-3	-2	22	5	1%	-0.3%
Cc1ccccc1OCCn1c(=N)n(C(C)C)c2ccccc21	-8%	-4%	43*	-16	-10	-2	-20	11%	5.1%
CCCN(CCC)C(=O)c1cc2c(=O)n3cccc(C)c3nc2n1C	0%	0%	0	-7	8	-1	4	-3%	-2.5%
Cc1nn(CCc2nn[nH]n2)c2nc(-c3ccc(Br)cc3)cc(C(F)(F)F)c12	3%	-8%	4	9	-36*	-2	3	1%	14µM*

Not all compounds are listed (hit frequency here may not be typical).
